# NFkB transloc pot = enhances IL-1B driven NFkB nuclear translocation. HUVEC IL-1B NFkB p65 nuclear translocation imaging. actives 0.3% (n = 94,000). activation, % at 2 µM;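 active = activation above 40%, about the mean plus 3 SD, also judged a hit on visual image review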;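 note: percent activation is computed from the nuclear over cytoplasmic p65 intensity ratio; values of inactives mirror those of a sister screen read the other way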
# NFkB transloc inh = blocks IL-1B driven NFkB nuclear translocation in HUVEC cells; AID 796; actives 0.43% (n = 94,000); HUVEC IL-1B NFkB p65 nuclear translocation imaging; inhibition, % at 2 µM;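 active = inhibition above about 30% together with a positive call from visual inspection of the well image, limit read from the data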;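 note: nuclear over cytoplasmic p65 intensity ratio measured by imaging; 0% = IL-1B stimulated DMSO wells and 100% = unstimulated DMSO wells; values of inactives mirror those of a sister screen read the other way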
# Bcl-B displacement = displacers of TR3 peptide from Bcl-B, primary screen, selectivity assay for Bfl-1 inhibitor project, biochemical, fluorescence polarization; FP displacement of FITC-TR3 peptide from Bcl-B; higher % means a stronger effect; displacement, % at 20 µM; hits with a dose series show IC50 in µM; actives 0.11% (n = 96,000); AID 748;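 active = displacement above 50% at 20 µM plus a fluorescence interference ratio under 1.5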;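 note: plate controls were wells without compound for no effect and wells lacking Bcl-B protein for full effect; a part of the inactive calls stands beside numbers as strong as those of hits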
# MRP resist rev = compounds reversing MRP-mediated drug resistance; H69AR cells + 2 uM doxorubicin, CellTiter-Glo, 72 h; differential viability (reversal), % at 10 µM; actives 0.04% (n = 85,000);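 active = viability drop by adding the cancer drug above about 55%, with treated viability meeting a 40% cutoff, limit read from the data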;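 note: viability without doxorubicin minus viability with 2 µM doxorubicin for each compound; larger differential means the compound sensitizes cells more to doxorubicin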
# PLAP inhibition = inhibition of human placental alkaline phosphatase – biochemical, luminescence, HTS (AID 690); inhibition, % at 20 µM, or IC50 in µM where a hit was titrated; purified PLAP, luminescent substrate; higher % means a stronger effect; actives 0.08% (n = 96,000); in the data active = a potency from the dose series; inactive = the rest, 99 in 100 with inhibition below about 30%; note: strong numbers were not always called active
# MRP resist rev cytotoxicity = further read-out of MRP resist rev, marked with its call; viability, %; H69AR cells, CellTiter-Glo, 72 h; measured here: cytotoxicity without doxorubicin
# MRP resist rev with doxorubicin = also measured in MRP resist rev; calls as there; viability, %; measured here: viability with 2 uM doxorubicin; active compounds read low
# NFkB transloc inh cell count 2 µM = recorded beside NFkB transloc inh, whose call it bears; cell count; measured here: cells passing quality filter;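 raw number of nuclei counted in each imaged well without normalization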
# NFkB transloc pot cell count 2 µM = also measured in NFkB transloc pot; calls as there; cell count; measured here: cells passing quality filter
# An asterisk follows results filed as active; . = no result given. Some of the compounds tested (hit frequency here may not be typical).
SMILES,NFkB transloc pot,NFkB transloc pot cell count 2 µM,NFkB transloc inh,NFkB transloc inh cell count 2 µM,Bcl-B displacement,MRP resist rev,MRP resist rev cytotoxicity,MRP resist rev with doxorubicin,PLAP inhibition
CCCCn1c(=O)[nH]c(=O)c2c1nc(CN1C(=O)c3ccccc3S1(=O)=O)n2CCC,1,163,-1,163,-24%,11,93,82,-18%
Cc1ccc(NC(=O)NC2(C(=O)NCc3ccccc3)CCCCC2)cc1,.,.,.,.,-3%,.,.,.,-2%
CC(C)CCn1c(SCC(=O)c2ccccc2)nc2c1c(=O)[nH]c(=O)n2C,12,172,-12,172,-6%,-11,77,88,8%
O=c1c2[nH]c3ccccc3c2ncn1Cc1ccccn1,11,166,-11,166,25%,4,89,85,22%
CC1(C)CC(=O)C(C=NCCCn2ccnc2)=C(O)C1,2,118,-2,118,-9%,8,100,92,1%
Cc1ccc(C)c(NS(=O)(=O)c2cc(C(=O)NCc3ccccn3)ccc2Cl)c1,-7,177,7,177,-7%,.,.,.,-14%
Cc1cc(C(=O)NCCc2ccccc2)ccc1[N+](=O)[O-],-2,141,2,141,-2%,.,.,.,23%
CCC(C(=O)NC1CCCC1)N(C(=O)c1snc(C(N)=O)c1N)c1ccc2c(c1)OCCO2 (configuration not stated),-12,96,12,96,-3%,-39,33,72,6%
CC1CN(CCC(=O)Nc2ccc3c(c2)CCC3)CC(C)O1 (configuration not stated),2,129,-2,129,-11%,-2,94,96,-26%
CC1(C)C2([N+](=O)[O-])CN3CC1([N+](=O)[O-])CN(C2)C3c1ccccc1 (configuration not stated),5,106,-5,106,-5%,.,.,.,2%
CCOC(=O)CCc1c(C)nc(SCC(=O)O)c(C#N)c1C,2,135,-2,135,-1%,2,98,96,0%
CCOc1ccc(/C=N/N(C)c2ccccc2)cc1OC,33,166,-33,166,-1%,6,93,86,18%
O=C(O)CCCCCNC(=O)c1ccccc1Br,-2,163,2,163,2%,7,98,91,9%
CCCCCn1c(CN2CCN(c3cccc(Cl)c3)CC2)nc2c1c(=O)[nH]c(=O)n2C,6,160,-6,160,-3%,-23,39,62,-85%
COc1ccc(/C=C/C(=O)NC(=S)NNC(=O)Cc2cccs2)cc1,-24,190,24,190,20%,.,.,.,-15%
Cc1ccc(-c2nc(S(=O)(=O)c3ccc(F)cc3)c(SCC(=O)NCC3CCCO3)o2)cc1 (configuration not stated),-8,125,8,125,.,-1,86,86,.
O=C(Cn1cnc2ccccc2c1=O)c1cccs1,19,185,-19,185,5%,.,.,.,13%
O=C(Cn1cnc2ccc(Br)cc2c1=O)c1cccs1,0,175,0,175,-6%,.,.,.,14%
c1ccc(SCc2nc3ccccc3[nH]2)cc1,10,170,-10,170,-6%,.,.,.,18%
O=C(NC1CCCc2ccccc21)c1cccnc1 (configuration not stated),.,.,.,.,4%,-10,83,93,8%
COc1ccc2c(c1)C1=NN(/C(C)=C\C(C)=O)C(c3ccccc3)C1CC2 (configuration not stated),13,108,-13,108,.,-7,59,66,.
CC1Cc2ccccc2N1C(=O)C1CCCN(S(=O)(=O)c2cccc3cccnc23)C1 (configuration not stated),.,.,.,.,-38%,-39,37,76,-52%
O=C(NC1CCCC1)C1(c2ccccc2)CCN(S(=O)(=O)c2ccccc2)CC1,20,88,-20,88,-11%,-7,97,104,30%
NC(=S)Nc1cccc2cc3ccccc3cc12,10,174,-10,174,120%,.,.,.,1%
OC(COCc1ccccc1)Cn1cnc2ccccc21 (configuration not stated),-10,125,10,125,4%,.,.,.,-23%
CCNC(=O)COc1ccc(S(=O)(=O)Nc2ccccc2)cc1,10,176,-10,176,1%,-13,76,89,-18%
CCNS(=O)(=O)c1ccc(NS(C)(=O)=O)cc1,-4,134,4,134,-12%,5,95,90,-12%
Cc1cc(Cl)c(S(=O)(=O)NC(C(=O)O)C(C)C)cc1OCC(=O)NC1CCCCC1 (configuration not stated),-3,148,3,148,0%,13,109,96,-105%
COc1ccc(CCNS(=O)(=O)c2cccc3nsnc23)cc1OC,5,153,-5,153,11%,-2,95,97,.
Cc1cc(OCCn2cc(/C(N)=N/O)c3ccccc32)ccc1Cl,5,176,-5,176,4%,.,.,.,6%
Cc1c(OC(=O)c2ccc([N+](=O)[O-])cc2)c2c(c[n+]1C)COC(C)(C)OC2,1,61,-1,61,2%,10,106,96,9%
Cc1cc([N+](=O)[O-])nn1CC(=O)NNC(=S)Nc1ccc(Cl)cc1,2,140,-2,140,1%,.,.,.,-31%
COC(=O)c1c(C)[nH]c(C(=O)OCC(=O)NCC(C)C)c1C,9,163,-9,163,24%,14,92,78,20%
CCOC(=O)c1ccccc1NC(=O)c1c(O)c2ccccc2n(CC)c1=O,-2,126,2,126,-3%,-49,40,89,-43%
O=C(CN1CCN(Cc2ccc3c(c2)OCO3)CC1)Nc1ccc2c(c1)OCO2,3,131,-4,131,2%,26,88,62,-56%
O=C(OCc1ccccc1Cl)c1ccc(-n2cnnc2)cc1,14,188,-14,188,-5%,14,97,83,-1%
O=C(NCCN1CCCCCC1)C1CCN(S(=O)(=O)N2CCOCC2)CC1,1,67,-1,67,7%,5,97,92,-75%
Cc1cc(C)cc(N(C(C)C(=O)N2CCCCC2)S(C)(=O)=O)c1 (configuration not stated),.,.,.,.,3%,17,94,77,-12%
CN(Cc1nc2ccccc2n1C)S(=O)(=O)c1ccc(Cl)cc1,11,142,-11,142,-4%,10,93,83,16%
COc1cc(-c2nnc3n2N=C(c2ccccc2)CS3)cc(OC)c1OC,0,169,0,169,-8%,-5,19,25,-8%
CCN(CC)CCNC(=O)c1ccccc1N,4,122,-4,122,-3%,2,94,92,15%
Cc1nc(N2CCN(Cc3ccccc3)CC2)nc2c1C(=O)CC(C)C2 (configuration not stated),0,165,0,165,-9%,3,100,96,-79%
Cc1cccc(Sc2c([N+](=O)[O-])ncn2C)c1,21,183,-21,183,-8%,.,.,.,-9%
CCOc1ccc(C(F)(F)F)cc1NC(=O)COc1ccc(C(F)(F)F)cc1[N+](=O)[O-],9,122,-9,122,-4%,.,.,.,6%
CCCn1c(NC(=O)c2cccc(C)c2C)nc2ccccc21,24,197,-24,197,-12%,-34,25,59,-62%
COc1cc(CN2C(=O)C(NC(=O)c3ccco3)(C(F)(F)F)C3=C2CC(C)(C)CC3=O)cc(OC)c1 (configuration not stated),20,206,-20,206,5%,13,85,73,-79%
O=c1c2[nH]c3ccc(F)cc3c2ncn1CCN1CCN(Cc2ccccc2)CC1,.,.,.,.,-3%,9,90,81,4%
Cc1sc2c(c1C)c(=O)nc1scc(CC(=O)O)n12,-6,160,6,160,19%,7,103,96,17%
COc1ccc(-n2c(SC)nc(O)cc2=O)cc1,9,136,-9,136,3%,-20,75,96,-11%
CC(=O)Oc1ccccc1C1OC(=O)c2ccccc2N1C(C)=O (configuration not stated),16,135,-16,135,-14%,-10,79,89,2%
COc1cccc(OC)c1C(=O)N1CCN(Cc2ccccc2C)CC1,-8,104,8,104,-16%,-3,91,93,-26%
O=C(NC1CCCCCC1)c1cc2n(n1)C(C(F)(F)F)CC(c1ccco1)N2 (configuration not stated),33,103,-33,103,0%,1,99,98,6%
Cc1ccccc1NCC(=O)c1ccc(Br)cc1,11,167,-11,167,-1%,.,.,.,.
COC(=O)c1ccc(NC(=O)C(C)Oc2ccccc2)cc1 (configuration not stated),24,212,-24,212,2%,-3,106,109,18%
Cc1cc(C)c(N2C(=NC(=O)CCCC(=O)O)SC3CS(=O)(=O)CC32)c(C)c1 (configuration not stated),8,184,-8,184,1%,-1,89,90,-16%
Cc1ccc(NC(=O)c2ccc3c(c2)OCCO3)cc1,1,177,-1,177,5%,-8,83,91,-7%
CCOC(=O)C1C(=O)NC(c2ccccc2)=NC1c1ccc(F)cc1 (configuration not stated),-7,113,7,113,5%,.,.,.,8%
Cc1nccn1-c1c2c(c(C#N)c3nc4ccccc4n13)CCC2,.,.,.,.,17%,-11,86,97,-9%
O=C(NC1CCCCCCC1)NC1CCCCC1,17,131,-17,131,-2%,7,87,79,5%
CSCCC(NS(=O)(=O)c1ccc(Cl)cc1)C(=O)OCC(=O)NC1CCCCC1 (configuration not stated),27,169,-27,169,7%,.,.,.,-35%

# (more compounds)
SMILES,NFkB transloc pot,NFkB transloc pot cell count 2 µM,NFkB transloc inh,NFkB transloc inh cell count 2 µM,Bcl-B displacement,MRP resist rev,MRP resist rev cytotoxicity,MRP resist rev with doxorubicin,PLAP inhibition
COc1ccccc1N1CCN(C(=O)C(C)N(c2ccccc2)S(C)(=O)=O)CC1 (configuration not stated),-6,115,6,115,-6%,-1,94,95,-45%
Cc1ccc2c(c1)C(C)CC(C)(C)N2C(=O)NC1CCCCC1 (configuration not stated),5,158,-6,158,-2%,10,75,65,-10%
Cc1ccc(NC(=O)CN(C)C(=O)CSc2nc3ccccc3c(=O)n2Cc2ccco2)cc1,8,176,-8,176,-3%,-2,70,72,-35%
COc1ccc(CCN2C(=O)C(O)=C(C(C)=O)C2c2ccccc2OC)cc1OC (configuration not stated),-3,55,0,151,-2%,7,89,82,-1%
CCCn1c(=O)c2ccccc2n2c(SCC(=O)c3ccc(F)cc3)nnc12,.,.,.,.,-1%,-3,72,75,-18%
CN(C)S(=O)(=O)c1cccc(C(=O)NC2CCCc3ccccc32)c1 (configuration not stated),22,58,-22,58,-22%,17,100,83,19%
O=C1CN(S(=O)(=O)c2ccc(F)cc2)CC(=O)N1CCc1ccccc1,14,52,-14,52,-1%,11,91,80,3%

# Of the compounds above, 8 have fluorine.
SMILES,NFkB transloc pot,NFkB transloc pot cell count 2 µM,NFkB transloc inh,NFkB transloc inh cell count 2 µM,Bcl-B displacement,MRP resist rev,MRP resist rev cytotoxicity,MRP resist rev with doxorubicin,PLAP inhibition
Cc1ccc(-c2nc(S(=O)(=O)c3ccc(F)cc3)c(SCC(=O)NCC3CCCO3)o2)cc1 (configuration not stated),-8,125,8,125,.,-1,86,86,.
CCOc1ccc(C(F)(F)F)cc1NC(=O)COc1ccc(C(F)(F)F)cc1[N+](=O)[O-],9,122,-9,122,-4%,.,.,.,6%
COc1cc(CN2C(=O)C(NC(=O)c3ccco3)(C(F)(F)F)C3=C2CC(C)(C)CC3=O)cc(OC)c1 (configuration not stated),20,206,-20,206,5%,13,85,73,-79%
O=c1c2[nH]c3ccc(F)cc3c2ncn1CCN1CCN(Cc2ccccc2)CC1,.,.,.,.,-3%,9,90,81,4%
O=C(NC1CCCCCC1)c1cc2n(n1)C(C(F)(F)F)CC(c1ccco1)N2 (configuration not stated),33,103,-33,103,0%,1,99,98,6%
CCOC(=O)C1C(=O)NC(c2ccccc2)=NC1c1ccc(F)cc1 (configuration not stated),-7,113,7,113,5%,.,.,.,8%
CCCn1c(=O)c2ccccc2n2c(SCC(=O)c3ccc(F)cc3)nnc12,.,.,.,.,-1%,-3,72,75,-18%
O=C1CN(S(=O)(=O)c2ccc(F)cc2)CC(=O)N1CCc1ccccc1,14,52,-14,52,-1%,11,91,80,3%
